Pf apPOL block: Pf-apPOL inhibitors, biochemical, fluorescence; 210,000 compounds, 0.25% hits; Plasmodium falciparum apicoplast DNA polymerase (apPOL); AID 1794808, 2022; Recombinant Pf-apPOL, molecular beacon fluorescence, 1.5 h; inhibition, % at 10 µM
mHTT CaM bind: mutant huntingtin-calmodulin interaction inhibitors – biochemical, AlphaScreen, primary screen | P42858 | AlphaScreen His-mHTT/GST-CaM binding, luminescence | inhibition, % at 15 µM | 190,000 compounds, 3.6% hits | AID 1671202, 2021;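 also: 0% = both proteins with DMSO and 100% = one protein alone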
Target sequence (P42858 whole entry, looked up, stated change not applied): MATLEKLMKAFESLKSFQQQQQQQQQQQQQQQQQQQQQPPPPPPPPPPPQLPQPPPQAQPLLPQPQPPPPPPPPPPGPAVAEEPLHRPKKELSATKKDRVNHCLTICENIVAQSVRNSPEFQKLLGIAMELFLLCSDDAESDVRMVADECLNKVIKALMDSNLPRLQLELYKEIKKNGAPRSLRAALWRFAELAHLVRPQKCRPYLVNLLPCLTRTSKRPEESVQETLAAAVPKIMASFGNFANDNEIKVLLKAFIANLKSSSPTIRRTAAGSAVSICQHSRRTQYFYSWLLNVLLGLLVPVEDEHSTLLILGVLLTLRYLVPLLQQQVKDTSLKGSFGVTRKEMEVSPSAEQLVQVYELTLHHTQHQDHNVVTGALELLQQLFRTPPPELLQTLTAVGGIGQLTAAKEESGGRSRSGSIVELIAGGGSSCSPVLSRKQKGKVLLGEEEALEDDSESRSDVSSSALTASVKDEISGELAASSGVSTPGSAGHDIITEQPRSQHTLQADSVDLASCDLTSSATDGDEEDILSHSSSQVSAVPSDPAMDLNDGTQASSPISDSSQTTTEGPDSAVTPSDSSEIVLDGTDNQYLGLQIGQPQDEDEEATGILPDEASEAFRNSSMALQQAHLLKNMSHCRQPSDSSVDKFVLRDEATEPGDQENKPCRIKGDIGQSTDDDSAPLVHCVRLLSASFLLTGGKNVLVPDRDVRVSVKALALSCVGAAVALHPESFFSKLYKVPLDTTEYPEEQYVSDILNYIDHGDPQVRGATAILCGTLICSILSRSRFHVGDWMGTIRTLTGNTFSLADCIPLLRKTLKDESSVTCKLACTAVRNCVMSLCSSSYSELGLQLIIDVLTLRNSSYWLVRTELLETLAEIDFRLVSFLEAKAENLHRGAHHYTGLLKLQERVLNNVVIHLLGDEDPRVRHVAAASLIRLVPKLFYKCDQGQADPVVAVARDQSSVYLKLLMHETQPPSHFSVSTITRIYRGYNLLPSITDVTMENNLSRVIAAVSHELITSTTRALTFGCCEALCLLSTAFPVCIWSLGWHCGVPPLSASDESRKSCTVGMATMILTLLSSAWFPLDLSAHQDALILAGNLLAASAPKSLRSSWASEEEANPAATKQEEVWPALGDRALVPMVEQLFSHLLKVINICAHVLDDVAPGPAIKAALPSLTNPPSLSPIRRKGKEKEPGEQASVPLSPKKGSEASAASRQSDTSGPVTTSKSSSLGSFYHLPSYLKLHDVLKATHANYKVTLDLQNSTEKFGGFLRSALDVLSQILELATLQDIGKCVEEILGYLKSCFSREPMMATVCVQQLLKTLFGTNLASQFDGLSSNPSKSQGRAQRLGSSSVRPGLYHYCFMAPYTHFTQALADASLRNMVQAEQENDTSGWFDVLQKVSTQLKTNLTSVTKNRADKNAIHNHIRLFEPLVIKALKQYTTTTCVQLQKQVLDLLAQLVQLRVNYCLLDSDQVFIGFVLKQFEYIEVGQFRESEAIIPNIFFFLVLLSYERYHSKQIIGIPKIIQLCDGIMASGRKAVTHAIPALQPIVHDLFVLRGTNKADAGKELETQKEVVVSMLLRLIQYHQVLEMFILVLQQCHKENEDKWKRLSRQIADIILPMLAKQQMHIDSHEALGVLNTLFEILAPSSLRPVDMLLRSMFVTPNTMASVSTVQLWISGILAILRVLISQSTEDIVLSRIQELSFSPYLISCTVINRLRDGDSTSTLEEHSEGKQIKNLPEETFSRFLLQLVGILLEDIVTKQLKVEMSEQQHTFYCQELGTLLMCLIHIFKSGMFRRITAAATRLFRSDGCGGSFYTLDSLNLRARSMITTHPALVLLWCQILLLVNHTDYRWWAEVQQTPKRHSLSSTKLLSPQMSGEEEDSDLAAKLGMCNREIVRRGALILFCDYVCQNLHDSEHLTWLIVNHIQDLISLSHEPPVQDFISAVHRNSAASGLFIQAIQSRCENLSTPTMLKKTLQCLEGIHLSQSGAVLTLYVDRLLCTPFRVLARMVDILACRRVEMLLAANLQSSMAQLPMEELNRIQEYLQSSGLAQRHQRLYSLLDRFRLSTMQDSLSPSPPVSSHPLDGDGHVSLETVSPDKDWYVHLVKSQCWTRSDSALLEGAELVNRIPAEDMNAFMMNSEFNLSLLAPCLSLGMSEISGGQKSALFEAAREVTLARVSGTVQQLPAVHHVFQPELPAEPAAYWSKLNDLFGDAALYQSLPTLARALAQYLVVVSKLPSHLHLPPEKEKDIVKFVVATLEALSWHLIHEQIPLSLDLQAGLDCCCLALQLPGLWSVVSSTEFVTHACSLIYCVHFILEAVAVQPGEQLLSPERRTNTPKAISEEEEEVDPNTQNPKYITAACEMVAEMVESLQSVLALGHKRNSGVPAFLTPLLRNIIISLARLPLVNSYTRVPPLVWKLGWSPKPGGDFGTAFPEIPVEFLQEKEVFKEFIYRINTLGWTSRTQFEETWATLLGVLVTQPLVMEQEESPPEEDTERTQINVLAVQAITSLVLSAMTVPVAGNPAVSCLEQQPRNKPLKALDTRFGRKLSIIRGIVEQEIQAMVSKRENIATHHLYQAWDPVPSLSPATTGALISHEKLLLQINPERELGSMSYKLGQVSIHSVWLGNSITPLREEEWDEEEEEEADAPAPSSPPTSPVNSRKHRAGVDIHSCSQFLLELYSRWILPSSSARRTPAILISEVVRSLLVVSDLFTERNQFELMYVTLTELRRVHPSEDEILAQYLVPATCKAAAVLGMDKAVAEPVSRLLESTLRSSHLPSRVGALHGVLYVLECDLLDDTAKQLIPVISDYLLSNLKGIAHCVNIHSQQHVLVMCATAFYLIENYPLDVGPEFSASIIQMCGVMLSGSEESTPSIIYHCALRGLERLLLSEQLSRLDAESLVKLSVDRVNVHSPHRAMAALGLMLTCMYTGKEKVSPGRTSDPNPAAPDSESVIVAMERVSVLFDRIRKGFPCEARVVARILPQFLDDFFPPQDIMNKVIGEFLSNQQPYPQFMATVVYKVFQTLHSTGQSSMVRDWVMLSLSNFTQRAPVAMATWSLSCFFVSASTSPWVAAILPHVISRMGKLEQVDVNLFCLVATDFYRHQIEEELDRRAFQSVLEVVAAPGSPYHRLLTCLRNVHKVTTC
The depositor's hits bear a star; i = inactive; . = not tested or not shown; & = joins results of further samples. Rule as the data show it: active = inhibition above about 50%; inactive = the rest.

Every second line gives: Pf apPOL block | mHTT CaM bind
N#Cc1cccc(-c2cn3c(n2)N(C(=O)c2ccncc2)CCC3)c1
    0 | 8
CS(=O)(=O)N(CC(=O)NCc1ccc(Cl)cc1)c1ccccc1F
    -2 | -3
O=C1c2ccccc2C(=O)N1CCn1c2ccccc2c2nc3ccccc3nc21
    . | 8
COc1ccc(CCNC(=O)C(C(C)C)N2C(=O)c3ccccc3C2=O)cc1 (stereo not given)
    -8 | 2
Cn1c(C2CCN(C(=O)NCc3ccco3)C2)nc2cccnc21 (stereo not given)
    12 | 14
CCNC(=O)N1CCc2c(c(-c3nc(C4CC4)no3)nn2C)C1
    4 | -2
CN1CCN(C(=O)CC(c2ccccc2)c2ccccc2)CC1
    -5 | 4
N#Cc1cc(F)cc(F)c1NC(=O)c1cccs1
    3 | .
COCCNC(=O)c1cc(C)nc2c(-c3cccs3)cccc12
    15 | -4
N#Cc1cccc(C(=O)NCC#CCN2CCc3ccccc3C2)c1
    -2 | 0
CCc1noc(-c2cccnc2N2CCCN(Cc3cccc(C)c3)CC2)n1
    -3 | -20
COc1ccc(C(=O)Nc2nnc(C3CC(=O)N(c4ccc(F)cc4)C3)o2)cc1 (stereo not given)
    10 | 18
O=C(NC1(c2nc(-c3ccncc3)no2)CCCCC1)C1CCCC1
    -1 | 2
CCOC(=O)C(=CNNC(=O)c1cnn(-c2ccc([N+](=O)[O-])cc2)c1C(F)(F)F)C(=O)OCC
    0 | .
Cc1ccccc1NS(=O)(=O)c1ccc2[nH]cc(C(=O)NCc3ccccc3)c(=O)c2c1
    -22 | 28
CCOc1cccc(CNC(=O)C2CCN(c3cncnc3N(C)C)CC2)c1
    -7 | 9
Cc1cc(C)nc(N=C(NC(=O)Nc2cccc(Cl)c2)Nc2ccccc2C)n1
    3 | 3
COc1ccc(/C=N/NS(C)(=O)=O)cc1OC
    . | i
COCCNC(=O)N1CCC(OCc2nc(C3CC3)no2)CC1
    -6 | -5
COc1cccc(/C=c2\sc3nc(-c4cccc(Cl)c4)nn3c2=O)c1OC
    -1 | 1
COc1ccc(C=C2N=C(c3ccccc3)NNC2=O)cc1
    -22 | .
O=S(=O)(c1ccc(F)cc1)N1CCN(c2ccccc2)CC1
    -10 | -6
COc1ccccc1C1SCCN1S(=O)(=O)c1ccccc1 (stereo not given)
    -6 | -13
CCc1ccc(-c2nc(-c3ccc4nnn(C)c4c3)no2)cc1
    -1 | -16
COc1ccc(N=C2C(=O)N(CN3CCC(C)CC3)c3ccccc32)cc1
    7 | 25
COc1ccc2c(c1)oc(=O)n2CN1CCN(Cc2ccc3c(c2)OCO3)CC1
    -5 | 4
Cc1occc1C(=O)Nc1cc(C(F)(F)F)ccc1Cl
    -8 | -22
CCc1ccc(N=c2oc3c(C)ncc(CO)c3cc2C(=O)Nc2cccc(C)c2)cc1
    -2 | 5
CCN(CC)c1ncc2c(n1)CCC(C(=O)Nc1ccccc1)C2 (stereo not given)
    6 | -13
O=C(c1ccsc1)N1CCCC(OCc2nc(C3CC3)no2)C1 (stereo not given)
    -1 | -7
COc1cccc(C2=NOC(C(=O)Nc3cccnc3)C2)c1 (stereo not given)
    -7 | 2
Cc1cc(=O)[nH]c(N=C(N)Nc2ccc(F)cc2)n1
    0 | -5
CCCc1nc(-c2c(C)cc(C)nc2NC(=O)c2cc(C)ccc2C)no1
    0 | -5
CCCNC(=O)c1cc2n(n1)CCCC2
    0 | -9
O=C1CCCCCCCC(=O)OCCCCCCO1
    . | -18
O=C(Nc1ccc([N+](=O)[O-])cc1)/C(=C/c1ccco1)NC(=O)c1ccco1
    -1 | 12
CCOCC(=O)N1CCC(c2cnn(-c3ccc(C)cc3)c2)CC1
    -3 | 1
COc1cc2c(cc1OC)C(c1cccc([N+](=O)[O-])c1)NC(=O)C2 (stereo not given)
    9 | -2
COc1ccc(NC(=O)CSc2ccccn2)c([N+](=O)[O-])c1
    -2 | 13
CCc1ccc(NC(=O)N2CCC(n3cnc4ccc(Cl)cc4c3=O)CC2)cc1
    -15 | -8
CCN1CCCC1CNS(=O)(=O)c1cc(Br)cc2c1N(C(=O)C1CC1)CC2 (stereo not given)
    -9 | -1
COc1ccccc1N=Cc1c(C)[nH]n(-c2ccccc2)c1=O
    -5 | 41
Cc1cc(C)n(-c2cccc(F)c2)c(=O)c1C(N)=O
    -1 | -5
Cc1ccc(C(=O)N2CCC(CC(=O)N3CCCCC3)CC2)cc1
    -2 | 2
CC(C)(C)NS(=O)(=O)c1ccc(NC(=O)CN2C(=O)c3ccccc3C2=O)cc1
    -4 | -2
CCN1C=C(C(=O)OCc2cc(C)ccc2C)C(C)=NS1(=O)=O
    -4 | -39
Cc1occc1C(=O)Nc1ccc(I)cc1C(=O)O
    10 | 60*
Cc1c(C(=O)N(C)Cc2ccccc2)cccc1[N+](=O)[O-]
    8 | -7
COC(=O)c1ccc(NC(=O)C(=O)NC(C)Cc2ccco2)cc1 (stereo not given)
    -7 | -7
COc1ccc(CNC(=O)c2cc3c(n2C)CCN(Cc2ccccc2)C3)cc1OC
    2 | 44
Cc1cccc(Sc2nccnc2N2CCC(C(=O)NCC3CCCO3)CC2)c1 (stereo not given)
    -2 | 4
CC(C)c1ccc(Nc2c(Nc3ccc(C(C)C)cc3)c(=O)c2=O)cc1
    7 | .
CC(O)=Cc1nc(=O)c2c(C)cc(C)nc2n1-c1ccccc1
    -7 | 5
Cc1nc(CCNC(=O)C2CSCN2C(=O)c2cccnc2)cs1 (stereo not given)
    -6 | -7
CS(=O)(=O)N1CCCc2ccc(NC(=O)C(=O)NCCc3c[nH]c4ccccc34)cc21
    -9 | -4
CCOc1cccc(N2C(=O)NC(=O)/C(=C\c3ccc(Oc4ccc([N+](=O)[O-])cn4)cc3)C2=O)c1
    -7 | 50*
Cc1oc2cc(OC(C)C(=O)O)ccc2c(=O)c1-c1ccc(Br)cc1 (stereo not given)
    -22&-7 | -2&-10
CCN[C@H]1CN(CCCOC)S(=O)(=O)c2sc(S(N)(=O)=O)cc21
    5 | .
CCCSc1nnc2c(n1)OC(/C=C/c1ccco1)Nc1ccccc1-2 (stereo not given)
    2 | 54*
Cn1cccc1C(=O)N1CCc2c(c(-c3nc(Cc4ccccc4)no3)nn2C)C1
    -3 | 13

Four of these compounds in another layout.
Compound,Pf apPOL block,mHTT CaM bind
Cc1oc2cc(OC(C)C(=O)O)ccc2c(=O)c1-c1ccc(Br)cc1 (stereo not given),-22&-7,-2&-10
Cc1cc(C)n(-c2cccc(F)c2)c(=O)c1C(N)=O,-1,-5
COc1ccc(NC(=O)CSc2ccccn2)c([N+](=O)[O-])c1,-2,13
COc1cccc(/C=c2\sc3nc(-c4cccc(Cl)c4)nn3c2=O)c1OC,-1,1

Next entries.
Every second line gives: Pf apPOL block | mHTT CaM bind
Cc1ccsc1C(O)CNC(=O)Cc1ccccc1Cl (stereo not given)
    3 | -6
Cc1ccccc1N1C=C(C#N)S(=O)(=O)c2c(F)cccc21
    2 | -3
COc1ccc(S(=O)(=O)c2c(SC)n[nH]c2N)cc1
    1 | -1
O=C1c2cc(Br)c([N+](=O)[O-])cc2C(=O)N1c1ccccc1
    -2 | 9
COc1ccc(C)cc1NC(=O)c1ccc(N(C)S(=O)(=O)c2ccccc2)cc1
    -12 | -4
O=C(c1ccncc1)N1N=C(c2cccc([N+](=O)[O-])c2)CC1(O)C(F)(F)F (stereo not given)
    -1 | 43
FC(F)(F)c1cc(-n2c(-c3cccnc3Oc3ccccc3)n[nH]c2=S)cc(C(F)(F)F)c1
    -161 | .
COc1c(C)c(C)c(OC)c(S(=O)(=O)NCc2ccco2)c1C
    . | 0
O=C(NCc1cccnc1-c1ccc(F)cc1)C1CC1
    -2 | -10
COc1ccc(/C=C/C2=NC(=C\c3ccccc3F)/C(=O)O2)cc1
    -5 | 5
CSc1cccc2sc(NC(=O)C3CCN(S(C)(=O)=O)CC3)nc12
    -15 | -4
COCCNC(=O)NC(C)Cc1cccs1 (stereo not given)
    2 | -3
COc1ccc(/C=C2\SC(=O)N(CCC(=O)Nc3ccccc3Br)C2=O)cc1
    5 | -1
COc1ccc(-c2cc(C(F)(F)F)n3ncc(C(=O)Nc4cccnc4Cl)c3n2)cc1OC
    -4 | 2
CC(C)OC(=O)c1cc2cc(Br)ccc2oc1=O
    4 | 1
O=C(NCCn1cc(SCC(=O)N2CCOCC2)c2ccccc21)c1ccc(F)cc1
    -1 | 3
COc1ccc(C(=O)O/N=C2\C(=O)N(C)c3ccccc32)cc1OC
    -6 | i
COc1cccc(NC(=O)C(=O)NCCc2ccccc2)c1
    0 | -18
O=C(Nc1cc(Cl)cc(Cl)c1)c1ccc(F)c(S(=O)(=O)N2CCc3ccccc3C2)c1
    41 | -9
O=c1ccnc(C(F)(F)F)[nH]1
    . | -5
CC(C)c1ccc(NC(=O)NC2CCCCC2)cc1
    -7 | -3
CS(=O)(=O)N1CCc2ccccc2C1
    3&-5 | -4
Cc1ccsc1CN(Cc1sccc1C)CC(C)O (stereo not given)
    . | -8
COc1ccccc1C1=N/C(=C\c2cccnc2)C(=O)O1
    -1 | -2
O=C(Nc1nnc(C2CC(=O)N(c3ccc(F)cc3)C2)o1)c1ccc(Cl)cc1 (stereo not given)
    -4 | 44
CCC(=O)N1CCC(c2nc(C)ccc2C(=O)N(C)C(C)C)CC1
    1 | -1
CCN(CC)c1ccc(C(NC(=O)C(C)C)c2ccc3cccnc3c2O)cc1 (stereo not given)
    6 | 100*
Cc1nc(-c2nnc(NC(=O)C3CCN(S(C)(=O)=O)CC3)o2)cs1
    0 | 41
Cc1cc(NC(=O)c2ccc(C(C)(C)C)cc2)ccc1NC(=O)c1ccco1
    -22 | 2
Cc1ccc(CNc2nc3ccncc3n(C(C)C)c2=O)cc1
    -14 | 0
O=C(Cn1cnc2ccccc2c1=O)N(c1ccccc1)c1ccccc1
    4 | 3
Cc1c(C(=O)CC#N)sc2ccc(Cl)cc12
    -7&-1 | .
O=C(NCc1ccc(F)cc1)Nc1cccn2ncnc12
    -1 | -10
O=C1CC(N2CCN(c3nc4ccccc4s3)CC2)C(=O)N1c1ccc(F)cc1 (stereo not given)
    -1 | 13
O=C(NC1CCCCC1)c1ccc(CN2C(=O)C3CCCN3C(=O)c3ccccc32)cc1 (stereo not given)
    -1 | 4
O=C(O)c1cccc(NC(=O)c2ccccc2F)c1
    -17 | 1
Cc1nc([N+](=O)[O-])c(N2CCN(C)CC2)n1Cc1ccccc1
    -4 | -3
COc1ccc(OC2CCN(S(=O)(=O)c3cccc(F)c3)CC2)cc1
    -8 | -27
O=C(CCCS(=O)(=O)c1nc(-c2cccs2)cc(C(F)(F)F)n1)Nc1cccc(O)c1
    -2 | 9
c1ccc2c(N3CCOCC3)c3c(nc2c1)CCC3
    -8 | 2
CN1C(=O)C(=Cc2ccccc2OCc2ccccc2F)C(=O)N(C)C1=O
    -12 | -6
O=C(CSCc1ccccc1)NCCNC(=O)c1ccc(NC(=O)C2CC2)cc1
    -5 | 14
Cc1cccc(NC(=O)C2CCCN(c3nnc4ccc(C(F)(F)F)cn34)C2)c1 (stereo not given)
    -4 | 23
Clc1ccc(OC2=C(c3ccccc3)N3CCN=C3S2)cc1
    0 | 60*
CCSc1ccccc1C(=O)NCC1(c2cccs2)CC1
    0 | -16
CCc1ccc(OCC(=O)Nc2ccc(Cl)cc2C)cc1
    -54 | -28
Cc1nc(CCNC(=O)C2CCCN2S(=O)(=O)c2ccc(CC(C)C)cc2)cs1 (stereo not given)
    -5 | -2
CC(C)N(C)C(=O)c1ccccc1N1CCC(NC(=O)c2cccs2)CC1
    0 | -3
NC(=O)Cn1c(CCCCc2nc3ccccc3n2CC(N)=O)nc2ccccc21
    -1 | 0
COc1cc(OC)c(C2C(C#N)=C(N)OC3=C2C(=O)CC(C)(C)C3)cc1Br (stereo not given)
    -3 | 12
COc1ccc(OC)c(C2=N/C(=C/c3ccc(F)cc3)C(=O)O2)c1
    -4 | -2
COc1ccc(-c2cc(C(F)(F)F)n3nc(-c4ccco4)cc3n2)cc1OC
    2&-5 | .
Nc1nc(NCc2c(Cl)cccc2Oc2ccccc2)n[nH]1
    -3 | .
Cc1cc(Cl)c(OCCN2CCCC2)c(Br)c1
    -2 | -4
Cc1cc(NC(=O)c2ccc(C)c([N+](=O)[O-])c2)ccc1NC(=O)c1ccccc1
    -1 | 0
C=CCNC(=O)C1CCCN(c2ccc(NC(=O)c3cccc(C)c3)cn2)C1 (stereo not given)
    -6 | 13
NS(=O)(=O)c1ccc(Oc2ccc([N+](=O)[O-])cc2)cc1
    45 | -6
COc1ccc(C2C(C(=O)NC3CCCCC3)c3cc(OC)c(OC)cc3C(=O)N2C)cc1 (stereo not given)
    -4 | 16
COc1ccccc1CCNC(=O)c1n[nH]c2ccccc12
    -2 | -16
N#Cc1ccc(C(=O)Nc2ccc(-c3nc4ccccc4s3)cc2)cc1
    -4 | 3

Next section
Every second line gives: Pf apPOL block | mHTT CaM bind
CC(C)C(=O)Nc1ccc(N2CCCN(Cc3cc(F)ccc3F)C2=O)cc1
    -5 | 5
O=C(Cc1ccccc1)Nc1ccncc1
    3 | -2
CCc1sc2sncc2c1Br
    -6 | -4&2
COc1ccc(N2CCN(C(=O)c3c(C)sc4ccn(C)c(=O)c34)CC2)cc1
    -5 | -2
O=C(NCc1ccccn1)C(Sc1ccccc1)c1ccccc1 (stereo not given)
    0 | 3
CC(=O)Nc1cccc(N=Cc2cc(I)cc(C)c2O)c1
    2 | 9
CCOc1ccccc1NC(=O)CNS(=O)(=O)c1ccc(Br)s1
    3 | 0

Copied from the list.
`CCOc1ccccc1NC(=O)CNS(=O)(=O)c1ccc(Br)s1` in Pf apPOL block reads 3
`O=C(Cc1ccccc1)Nc1ccncc1` in mHTT CaM bind reads -2
`COc1ccc(N2CCN(C(=O)c3c(C)sc4ccn(C)c(=O)c34)CC2)cc1` in mHTT CaM bind reads -2

High-throughput results: PubChem, University of Kansas High Throughput Screening Laboratory
